Bioassay records from PubChem.
GlmU inhibition – inhibition of mycobacterial GlmU enzyme – biochemical, glucosamine-1-phosphate acetyltransferase (AID 1376); M. tuberculosis GlmU acetyltransferase enzyme assay; higher % means a stronger effect; inhibition, %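 (tested at 30 µM in the primary screen)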; hits with a dose series show IC50 in µM; 220,000 tested, 0.25% active; in the data active means inhibition above about 13%; inconclusive means no clear call, values can overlap the other calls;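 further: 0% = complete reaction with vehicle and 100% = reaction without substrate; strong numbers were not always called active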
Mtb RmlCD inh – M. tuberculosis RmlC/RmlD inhibition | 160,000 tested, 0.03% active | P9WH09+P9WH11 | inhibition, % at 3.6 µM | RmlC+RmlD coupled enzyme assay, percent inhibition; primary screen in compound mixtures | AID 1533; in the data active means inhibition mostly above about 34%, no sharp cut-off; inconclusive means no clear call, values can overlap the other calls; inactive means mostly below about 22%; further: some results filed as inactive read as strong as hits
Target sequence (P9WH09 whole entry, looked up): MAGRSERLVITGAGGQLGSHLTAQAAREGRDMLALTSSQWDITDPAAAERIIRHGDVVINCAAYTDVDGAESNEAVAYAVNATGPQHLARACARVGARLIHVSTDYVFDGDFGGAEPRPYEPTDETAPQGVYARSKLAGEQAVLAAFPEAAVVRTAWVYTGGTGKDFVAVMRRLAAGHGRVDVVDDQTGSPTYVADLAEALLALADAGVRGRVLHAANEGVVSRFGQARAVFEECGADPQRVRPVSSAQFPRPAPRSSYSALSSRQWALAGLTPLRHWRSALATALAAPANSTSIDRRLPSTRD
Target sequence (P9WH11 whole entry, looked up): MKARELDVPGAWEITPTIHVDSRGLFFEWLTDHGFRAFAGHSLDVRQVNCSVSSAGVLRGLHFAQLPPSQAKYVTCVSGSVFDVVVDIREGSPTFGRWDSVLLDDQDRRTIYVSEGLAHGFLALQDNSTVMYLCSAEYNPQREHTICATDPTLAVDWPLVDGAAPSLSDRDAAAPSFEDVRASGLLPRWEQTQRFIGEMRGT
Numbers without * were called inactive; & = joins results of further samples.

For COc1cccc(CN2CCN(Cc3[nH]c4ccccc4c3C)CC2CCO)c1 (stereo unspecified) the results were GlmU inhibition 7.3% and Mtb RmlCD inh -7.2.
NC(=O)COC(=O)CC12CC3CC(CC(Br)(C3)C1)C2 was read as GlmU inhibition -6.0% and Mtb RmlCD inh 0.8.
CC1CCN(Cc2nc(Cl)c3c4c(sc3n2)CCC4)CC1 was read as GlmU inhibition 1.8%.
Screening Cc1cccc(CCNC(=O)C2CCC(CNc3c(N4CCCC4)c(=O)c3=O)CC2)c1 (stereo unspecified) returned GlmU inhibition -1.5% and Mtb RmlCD inh -4.4.
`Oc1[nH]c2c(Cl)cc(Cl)cc2c1N=NC(=S)NCC1CCCO1` (stereo unspecified) gave GlmU inhibition -2.6% and Mtb RmlCD inh 20.1.
Cc1ccc(-c2ccc(S(=O)(=O)N3CCCC3)cc2)cc1 was read as GlmU inhibition -3.6% and Mtb RmlCD inh 3.5.
Screening CCN(C(=O)CN(C)Cc1c(F)cccc1Cl)c1c(N)n(Cc2ccccc2)c(=O)[nH]c1=O returned GlmU inhibition 1.6% and Mtb RmlCD inh -7.7.
COc1ccc(S(=O)(=O)/N=C2/C=CC(=O)C(C)=C2C)cc1 was read as GlmU inhibition -2.7%.
`Cc1oc(-c2ccc(F)cc2)cc1-c1nn2c(-c3ccoc3C)nnc2s1` gave GlmU inhibition 0.8%.
For Cc1ccc(C)c(S(=O)(=O)NCc2ccc(C(=O)N3CCCCC3C)cc2)c1 (stereo unspecified) the results were GlmU inhibition 1.1%.

Next section (two carried over from the part before).
`Cc1oc(-c2ccc(F)cc2)cc1-c1nn2c(-c3ccoc3C)nnc2s1` gave GlmU inhibition 0.8%.
For Cc1ccc(C)c(S(=O)(=O)NCc2ccc(C(=O)N3CCCCC3C)cc2)c1 (stereo unspecified) the results were GlmU inhibition 1.1%.
CC(=O)Cn1nnc(-c2ccc(C(F)(F)F)cc2)n1 was read as GlmU inhibition 3.6% and Mtb RmlCD inh -12.5.
CCNC(=O)COC(=O)c1cc(C)nc2ccccc12 was read as GlmU inhibition -4.2% and Mtb RmlCD inh 7.8.
For NC(N)=N/N=C/c1c(Cl)cccc1Cl the results were GlmU inhibition -4.7%&-3.4% and Mtb RmlCD inh -3.1.
For Cn1c(C(=O)N2CCN(c3ccc([N+](=O)[O-])cc3)CC2)cc2c(=O)[nH]c3ccccc3c21 the results were GlmU inhibition -5.5% and Mtb RmlCD inh -8.2.
COc1ccc(NC(=O)CSc2nnc(-c3ccoc3C)n2CC2CCCO2)cc1 (stereo unspecified) was read as GlmU inhibition 2.0%.
For COc1cc(NC(=O)CCC(=O)OCCCC(F)(F)C(F)(F)F)nc(OC)n1 the results were GlmU inhibition -0.3% and Mtb RmlCD inh 4.4.
For Cc1ccc(CSC2=NCCN2S(=O)(=O)c2ccccc2)cc1 the results were GlmU inhibition -5.5% and Mtb RmlCD inh -11.9.
For Cc1cc(C2CC(=O)Nc3ccccc3S2)c(C)s1 (stereo unspecified) the results were GlmU inhibition -1.2% and Mtb RmlCD inh -11.3.
Screening COc1cc(/C=C/C(=O)OCC(=O)Nc2cc(S(=O)(=O)N3CCCCC3)ccc2C)ccc1O returned GlmU inhibition 0.8% and Mtb RmlCD inh -10.1.
For Cc1cc(-c2nc(C)c(C(=O)NNS(=O)(=O)c3ccc(Cl)cc3Cl)s2)no1 the results were GlmU inhibition -1.4% and Mtb RmlCD inh 5.4.

An excerpt from above in order of formula weight, rising:
CC(=O)Cn1nnc(-c2ccc(C(F)(F)F)cc2)n1 was read as GlmU inhibition 3.6% and Mtb RmlCD inh -12.5.
For Cc1cc(C2CC(=O)Nc3ccccc3S2)c(C)s1 (stereo unspecified) the results were GlmU inhibition -1.2% and Mtb RmlCD inh -11.3.
For COc1cc(NC(=O)CCC(=O)OCCCC(F)(F)C(F)(F)F)nc(OC)n1 the results were GlmU inhibition -0.3% and Mtb RmlCD inh 4.4.

(list continues)
Screening CCOC(=O)C1CCCN(C(=O)c2cc(S(=O)(=O)Nc3ccccc3OC)ccc2C)C1 (stereo unspecified) returned GlmU inhibition -0.3% and Mtb RmlCD inh 3.7.
`Fc1ccccc1CNc1ccc(Cl)c(Cl)c1` gave GlmU inhibition 1.6% and Mtb RmlCD inh -4.0.
COC(=O)c1[nH]c2ccc(C)cc2c1NC(=O)CN1CCC(C)CC1 was read as GlmU inhibition 0.3% and Mtb RmlCD inh -1.6.
For Cc1ccc(C(c2nnnn2Cc2cccs2)N2CCN(C(=O)c3ccco3)CC2)cc1 (stereo unspecified) the results were GlmU inhibition -2.2% and Mtb RmlCD inh 19.2.
For COc1ccc(-n2cnc3sc(-c4ccccc4)cc3c2=O)cc1 the results were GlmU inhibition -0.2%.
For CCC1=NN(C(=O)CCc2ccccc2O)C(O)(C(F)(F)F)C1 (stereo unspecified) the results were GlmU inhibition 1.0% and Mtb RmlCD inh -9.5.
Cc1cc(C)c2c(N)c(C(=O)NC3CC3)sc2n1 was read as GlmU inhibition -0.4% and Mtb RmlCD inh 21.2.
`COc1cc(C(=O)NC2=NCCS2)ccc1OCc1c(C)noc1C` gave GlmU inhibition -6.2%.
For CCN1CCc2c(sc(N)c2C(N)=O)C1 the results were Mtb RmlCD inh 25.4.
For CCCOC(=O)c1ccc(NC(=O)c2cn(CC)c3nc(C)ccc3c2=O)cc1 the results were Mtb RmlCD inh -2.6.
Screening COc1cccc(-n2c(SCC(=O)NC3CCCCC3)nc3n[nH]c(C)c3c2=N)c1 returned GlmU inhibition 1.5% and Mtb RmlCD inh -6.4.
For Cn1c(=O)c2c3c(sc2n2cnnc12)CCC3 the results were GlmU inhibition 1.3% and Mtb RmlCD inh 9.8.
For COc1ccc(NS(=O)(=O)c2cc(OCC(N)=O)c(C)cc2Cl)cc1 the results were GlmU inhibition -0.2% and Mtb RmlCD inh 4.3.
O=C(Nc1nccs1)c1ccc(-c2ccc(Cl)cc2)o1 was read as GlmU inhibition -1.1% and Mtb RmlCD inh 12.6.
For CCc1ccc(NC(=S)N(CCCN2CCOCC2)Cc2ccco2)cc1 the results were GlmU inhibition 4.9% and Mtb RmlCD inh 51.8.
COc1ccc(OCC(=O)Nc2ccc(NC(=O)c3cccs3)c(OC)c2)cc1 was read as GlmU inhibition -0.1%.
Screening CCC(C)Sc1cc(C)c(C#N)c2nc3ccccc3n12 (stereo unspecified) returned GlmU inhibition -1.3%.
For O=C(CSc1nnc(-c2ccccc2)c(-c2ccccc2)n1)N1CCOCC1 the results were GlmU inhibition -2.2% and Mtb RmlCD inh -3.8.
Screening COc1ccc(C(=O)Nc2nc(N)n(-c3ccccc3)n2)cc1 returned GlmU inhibition 1.5%.
Screening CCOC(=O)CCc1c(C)c2ccc(OCC(=O)OC(C)C)cc2oc1=O returned GlmU inhibition -5.8% and Mtb RmlCD inh -3.6.
`COc1ccc(-c2nc3ccccc3c(=O)n2CCOc2c(C)cccc2C)cc1` gave GlmU inhibition -3.6%.
For COc1ccc2[nH]cc(CCNS(=O)(=O)c3ccc(F)cc3)c2c1 the results were GlmU inhibition 1.0% and Mtb RmlCD inh 7.5.
`CC(OC(=O)c1ccccc1OCc1ccc(Cl)cc1)C(N)=O` (stereo unspecified) gave GlmU inhibition 6.1% and Mtb RmlCD inh -10.0.
For CCN(CC)c1ccc(/C=N/N2C(=O)c3ccccc3C2=O)c(O)c1 the results were GlmU inhibition 0.7% and Mtb RmlCD inh -10.6.
Screening CC1CCN(C(c2nnnn2CCc2ccccc2)C(C)C)CC1 (stereo unspecified) returned GlmU inhibition 2.3% and Mtb RmlCD inh -12.4.
`O=C(Cn1nnc(-c2ccncc2)n1)N(C1CCCCC1)C1CCCCC1` gave GlmU inhibition 0.4% and Mtb RmlCD inh 2.6.
Cc1ccnc(N/C=C(/NC(=O)c2ccccc2)C(=O)N/N=C\c2ccc(F)cc2)n1 was read as GlmU inhibition -2.1% and Mtb RmlCD inh 4.1.
`CCCC(=O)Nc1sc(C)c(-c2ccc(OC)cc2)c1C#N` gave GlmU inhibition -0.2% and Mtb RmlCD inh -8.0.
Screening NNC(=S)Nc1cccc(Cl)c1 returned GlmU inhibition 1.7%.
`CCOC(=O)Cn1cc(-c2ccccc2)nn1` gave GlmU inhibition 8.4%.
Screening COCCn1c(COc2ccc(C)cc2)nc2ccccc21 returned GlmU inhibition 0.7% and Mtb RmlCD inh 4.4.
`CCN(CC)CCNc1ccc(CO)c2sc3ccccc3c(=O)c12` gave GlmU inhibition -4.7%.
Screening CCOC(=O)C1C(c2cccc(F)c2)NC(=S)NC1(O)C(F)(F)F (stereo unspecified) returned GlmU inhibition 1.0% and Mtb RmlCD inh -10.3.
`Cc1cc2n(c(=O)c1C#N)CCCN2c1ccccc1` gave GlmU inhibition -4.8%.
For C/C=C(/C)C(=O)OC1Cc2c(ccc3ccc(=O)oc23)OC1(C)C (stereo unspecified) the results were GlmU inhibition -2.5%.
`N#Cc1ccc(S(=O)(=O)N2CCN(c3ncccn3)CC2)cc1` gave GlmU inhibition -1.1% and Mtb RmlCD inh 4.2.
CCc1ccn2cc(-c3ccc4c(c3)OCO4)nc2c1 was read as GlmU inhibition 9.5% and Mtb RmlCD inh 5.0.
`CCOC(=O)c1ccc(NC(=O)CNS(=O)(=O)c2ccccc2)cc1` gave GlmU inhibition 0.2%.
For COc1ccc(S(=O)(=O)N2CCc3ccccc32)cc1C(=O)OCc1nnc(-c2ccccc2)o1 the results were GlmU inhibition -0.8% and Mtb RmlCD inh 10.7.
Screening COCCn1c(CN2CC(C)CC(C)C2)nc2c1c(=O)n(C)c(=O)n2C (stereo unspecified) returned GlmU inhibition 5.2% and Mtb RmlCD inh 19.1.

Looked up by structure from the entries so far, five records:
Screening CCOC(=O)C1C(c2cccc(F)c2)NC(=S)NC1(O)C(F)(F)F (stereo unspecified) returned GlmU inhibition 1.0% and Mtb RmlCD inh -10.3.
`Cc1cc2n(c(=O)c1C#N)CCCN2c1ccccc1` gave GlmU inhibition -4.8%.
`CCN(CC)CCNc1ccc(CO)c2sc3ccccc3c(=O)c12` gave GlmU inhibition -4.7%.
`CCOC(=O)c1ccc(NC(=O)CNS(=O)(=O)c2ccccc2)cc1` gave GlmU inhibition 0.2%.
CCc1ccn2cc(-c3ccc4c(c3)OCO4)nc2c1 was read as GlmU inhibition 9.5% and Mtb RmlCD inh 5.0.

(listing goes on)
For O=C(c1ccc(N2CCCCC2)c([N+](=O)[O-])c1)N(c1ccccn1)c1ccccn1 the results were GlmU inhibition 3.2% and Mtb RmlCD inh 8.4.
CCOc1ccc(CC(=O)N2N=C(C)CC2(O)C(F)(F)F)cc1 (stereo unspecified) was read as GlmU inhibition 3.5%.
Screening Cc1cc(C)nc(SCc2cc(=O)c(OC(=O)c3ccc(S(=O)(=O)N4CCCC4)cc3)co2)n1 returned GlmU inhibition -1.4% and Mtb RmlCD inh 5.0.
For CC(=O)Nc1ccc(C#Cc2ccc(NC(C)=O)cc2)cc1 the results were GlmU inhibition 0.5% and Mtb RmlCD inh -6.2.
For O=C(Nc1nc(-c2ccc3c(c2)OCO3)cs1)c1ccncc1 the results were GlmU inhibition 0.8% and Mtb RmlCD inh -7.4.
Cc1ccc(C)n1-n1c(C)nc2sc3c(c2c1=O)CCCCC3 was read as GlmU inhibition 5.2%.
`COc1ccc2c(c1)-c1nc(/N=C/c3ccccc3O)sc1CC2` gave GlmU inhibition 6.4% and Mtb RmlCD inh 4.5.
Cc1onc(-c2ccccc2)c1C(=O)Nc1cc(C(F)(F)F)ccc1N1CCOCC1 was read as GlmU inhibition 6.6% and Mtb RmlCD inh 10.6.
CCC(CC)c1nnc(NC(=O)c2cccc(S(=O)(=O)N3CCc4ccccc43)c2)s1 was read as GlmU inhibition 6.7% and Mtb RmlCD inh 3.0.
Screening COc1ccc(Cn2c(=O)c3[nH]cnc3n(-c3ccccc3C)c2=O)cc1 returned GlmU inhibition -0.1%.
For CN(C(=O)C(Cl)Cl)c1ccc(OC(=O)c2ccco2)cc1 the results were GlmU inhibition -3.1%.
Screening O=C(C(=O)N1CCN(c2ccc(F)cc2)CC1)c1c[nH]c2ccccc12 returned GlmU inhibition -2.8% and Mtb RmlCD inh 14.5.
`CC(NC(=O)Cn1ccsc1=N)C12CC3CC(CC(C3)C1)C2` (stereo unspecified) gave GlmU inhibition 3.0%.
Screening O=[N+]([O-])c1cc(S(=O)(=O)N2CCOCC2)ccc1N1CCCC1 returned GlmU inhibition -1.6% and Mtb RmlCD inh -9.4.
For O=c1/c(=C/c2cccc3ccccc23)sc2ncnn12 the results were GlmU inhibition -2.7% and Mtb RmlCD inh 36.3.
`Fc1ccc(CSc2ncnc3ccccc23)cc1` gave GlmU inhibition -1.2% and Mtb RmlCD inh -8.2.
For CCCC(C)NC(=O)Cc1ccccc1 (stereo unspecified) the results were GlmU inhibition 1.6% and Mtb RmlCD inh 11.2.
`CCOC(=O)C1=C(C)N=C2SC(C)C(=O)N2C1c1ccc(OC(C)=O)c(OC)c1` (stereo unspecified) gave GlmU inhibition 5.7%.
Screening CCCN1C(=O)S/C(=C\c2ccc(N3CCOCC3)cc2C)C1=O returned GlmU inhibition 3.5%.
Screening O=C(Cc1ccc(Cl)cc1)NNC1CC(=O)N(c2ccc3ccccc3c2)C1=O (stereo unspecified) returned GlmU inhibition 0.2% and Mtb RmlCD inh -8.1.
For CCOc1ccc(CC(=O)NNC(=S)NC)cc1Br the results were GlmU inhibition 5.0% and Mtb RmlCD inh inconclusive.
`CN(C)c1ccc(/C=N/n2c(COc3ccccc3)n[nH]c2=S)cc1` gave GlmU inhibition 8.4% and Mtb RmlCD inh 1.5.
`C=CCNC(=O)C1CC(c2cccc(OC)c2)=NO1` (stereo unspecified) gave GlmU inhibition 1.6% and Mtb RmlCD inh 10.7.
Screening COc1cc(NC(=O)CSc2c3c(nc4ccccc24)CCC3)cc(OC)c1OC returned GlmU inhibition -0.8% and Mtb RmlCD inh 0.3.

A portion of the library. The share of hits here may be higher or lower than overall.
